Tcruzi prolif – T. cruzi proliferation inhibition. T. cruzi beta-gal in NIH3T3, GalScreen luminescence, 90 h. inhibition, % at 8.34 µM. 77,000 compounds, 5.9% hits. AID 624255;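 active = mean inhibition above about 93%, with at least 55% of replicates each passing it, limit read from the data, passing the limit was not always enough; inconclusive = only one of those two conditions holds; inactive = neither condition holds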
GASC1 inh – blocks human GASC-1 (KDM4C) demethylase activity; 96,000 compounds, 0.15% hits; Q9H3R0; GST-KDM4C 2-372, H3K9me3 peptide, LANCE TR-FRET; inhibition, % at 12.5 µM;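 active = mean replicate inhibition above about 25%, with at least 55% of replicates also reaching it, limit read from the data, passing the limit was not always enough; inconclusive = only one of those two conditions met; inactive = neither condition met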
Target sequence (Q9H3R0 2-372 limits assumed): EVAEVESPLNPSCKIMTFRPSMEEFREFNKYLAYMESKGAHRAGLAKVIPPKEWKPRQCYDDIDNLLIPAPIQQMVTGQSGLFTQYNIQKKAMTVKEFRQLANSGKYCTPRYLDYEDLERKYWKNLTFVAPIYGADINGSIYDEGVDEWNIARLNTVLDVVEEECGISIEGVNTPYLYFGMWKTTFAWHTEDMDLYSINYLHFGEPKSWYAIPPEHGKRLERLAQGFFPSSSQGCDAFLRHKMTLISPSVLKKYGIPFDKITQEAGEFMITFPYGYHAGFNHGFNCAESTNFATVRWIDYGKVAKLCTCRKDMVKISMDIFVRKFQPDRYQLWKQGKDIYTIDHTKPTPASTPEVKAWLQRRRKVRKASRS
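reagent = H3K9me3 peptide substrate, Fe(II), 2-oxoglutarate | system = GST-tagged GASC-1 (JMJD2C) catalytic fragment, aa 2-372 | amount = enzyme final amount 10 nM | read-out = Fall in 671/618 emission ratio as inhibition | medium = HEPES buffer, pH 7.5, plus ascorbate | schedule = 30 min reaction, 60 min detection, RT | measured by = LANCE TR-FRET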
C diff HTS – C. difficile growth inhibition | 86,000 compounds, 0.25% hits | Clostridium difficile clinical isolate growth, OD600, 24 h; hits give low values | growth activity, negative = inhibition, % at 16 µg/mL (by protocol);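 active = mean growth activity at or below -80% and every replicate also at or below -80%; inconclusive = mean at or below -80% but some replicate above -80%; inactive = mean growth activity above -80%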;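 also: 0% = DMSO wells and -100% = levofloxacin 16 µg/mL wells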
Pf Dd2 inh – blocks growth of Plasmodium falciparum Dd2 parasites; 94,000 compounds, 2.3% hits; activity change, % at 10 µM; P. falciparum Dd2 growth, SYBR Green, 72 h; hits give low values; in the data active = activity change below about -80%; inconclusive = no clear call, values can overlap the other calls
* marks the source's active call; other numbers are inactive results; ? = inconclusive; . = not tested or not shown; & = joins results of further samples.

No.	Compound	Tcruzi prolif	GASC1 inh
1	Cc1noc(C)c1NC(=O)N(C)C[C@H]1OCCCC[C@@H](C)Oc2ccc(NC(=O)NC3CCCCC3)cc2C(=O)N([C@H](C)CO)C[C@@H]1C	71	-0.8
2	CCNC(=O)C[C@@H]1CC[C@H]2[C@@H](COC[C@H](O)CN2C(=O)Nc2ccc(C(F)(F)F)cc2)O1	-22	-3.4
3	O=C(c1ccccn1)N1CC[C@@H]2[C@H]1c1cc(C#Cc3ccccc3)ccc1N[C@@H]2CO	65	-3.3
4	C[C@H]1CN([C@@H](C)CO)C(=O)Cc2cc(NC(=O)Nc3ccc(C(F)(F)F)cc3)ccc2O[C@H]1CN(C)C(=O)Nc1cccc2ccccc12	55	0.1
5	O=C(Nc1ccccc1)N1C[C@@H]2[C@H](c3ccccc31)[C@@H](CO)N2C(=O)Cc1ccccn1	21	1.6
6	CN1C(=O)c2cc(NC(=O)C3CCC3)ccc2OC[C@@H]2O[C@H](CC(=O)NCCc3ccncc3)CC[C@@H]21	.	2.3
7	C[C@H](CO)N1C[C@H](C)[C@H](CN(C)C(=O)Cc2ccccc2)OCCCC[C@H](C)Oc2ccc(NS(=O)(=O)c3ccc(F)cc3)cc2C1=O	55	0.4
8	C[C@H]1CN([C@@H](C)CO)C(=O)Cc2cc(NC(=O)Cc3cn(C)c4ccccc34)ccc2O[C@H]1CN(C)S(=O)(=O)c1cccs1	52	-0.4
9	CN1C(=O)c2cc(NC(=O)Nc3cccc(C#N)c3)ccc2OC[C@H]2O[C@@H](CC(=O)Nc3ccc4c(c3)CCC4)CC[C@@H]21	59	0.7
10	C[C@H](NC(=O)C[C@@H]1C=C[C@H](NS(=O)(=O)c2cccc(F)c2)[C@@H](CO)O1)c1ccccc1	52	-1.3

No.	C diff HTS	Pf Dd2 inh
1	-14	-14
2	67&66	3
3	53	-35
4	3	-40
5	-6	-8
6	-3	-1
7	4	-67
8	-16	-44
9	21	.
10	.	-20

More results
No.	Compound	Tcruzi prolif	GASC1 inh
11	CCCc1cn(CC[C@H]2CC[C@@H](NC(=O)C3CCCC3)[C@H](CO)O2)nn1	.	0.2
12	CO[C@@H]1CC[C@H]2CCOc3ccc(C#N)cc3C(=O)N(C)C[C@@H](C)C(=O)N(C)C[C@@H]1O2	11	0.3
13	CC(=O)N[C@H]1C[C@@H]2O[C@H](CO)CC[C@@H]2O[C@@H]1CCc1ccc(-c2ccc(F)cc2)cc1	.	.
14	C[C@@H]1CN([C@@H](C)CO)C(=O)c2cc(NS(C)(=O)=O)ccc2O[C@@H](C)CCCCO[C@H]1CN(C)Cc1ccc2c(c1)OCO2	26	2.0
15	CO[C@@H](CN(C)C(=O)c1cnccn1)[C@@H](C)CN([C@@H](C)CO)S(=O)(=O)c1ccc(Cl)cc1	-50	-1.5
16	CN(C)C(=O)c1cccc(-c2ccc3c(c2)[C@@H]2[C@@H](CCN2C(=O)c2ccncc2)[C@H](CO)N3C)c1	92	-0.4
17	C[C@@H]1CCCCO[C@@H](CN(C)S(C)(=O)=O)[C@H](C)CN([C@H](C)CO)C(=O)c2cc(NC(=O)CCC(F)(F)F)ccc2O1	41	0.6
18	COc1ccc(S(=O)(=O)N(C)C[C@@H]2Oc3ccc(NC(=O)c4ccncc4)cc3C(=O)N([C@H](C)CO)C[C@H]2C)cc1	17	-0.7
19	COc1ccc(-c2ccc3c(c2)[C@H]2[C@H](CCN2S(=O)(=O)c2ccccc2F)[C@H](CO)N3)cc1	15	4.2
20	CN1CCN(C(=O)C[C@H]2CC[C@H]3[C@@H](COC[C@H](O)CN3Cc3ccc(Oc4ccccc4)cc3)O2)CC1	86	5.2

No.	C diff HTS	Pf Dd2 inh
11	-1	-6
12	4	.
13	0	0
14	-2	9
15	.	12
16	-1	3
17	0	24
18	2	-29
19	-20	-13
20	.	-20

3 entries picked at random from those above:
No.	Compound	Tcruzi prolif	GASC1 inh
11	CCCc1cn(CC[C@H]2CC[C@@H](NC(=O)C3CCCC3)[C@H](CO)O2)nn1	.	0.2
19	COc1ccc(-c2ccc3c(c2)[C@H]2[C@H](CCN2S(=O)(=O)c2ccccc2F)[C@H](CO)N3)cc1	15	4.2
20	CN1CCN(C(=O)C[C@H]2CC[C@H]3[C@@H](COC[C@H](O)CN3Cc3ccc(Oc4ccccc4)cc3)O2)CC1	86	5.2

No.	C diff HTS	Pf Dd2 inh
11	-1	-6
19	-20	-13
20	.	-20

Further records.
No.	Compound	Tcruzi prolif	GASC1 inh
21	CC(C)NC(=O)N(C)C[C@H]1Oc2ccc(N(C)C)cc2CC(=O)N([C@H](C)CO)C[C@H]1C	4	3.2
22	Cc1noc(C)c1NC(=O)Nc1cccc2c1O[C@H](CN(C)S(C)(=O)=O)[C@H](C)CN([C@H](C)CO)C2=O	-10	0.2
23	Cc1ccc(S(=O)(=O)NCC[C@@H]2CC[C@@H](NC(=O)CCN3CCCCC3)[C@H](CO)O2)cc1	26	0.6
24	C[C@H](CO)N1C[C@H](C)[C@H](CN(C)C(=O)CN(C)C)Oc2cc(C#Cc3ccccc3)ccc2S1(=O)=O	-18	-2.3
25	CO[C@H]1CN(C)C(=O)c2cc(NC(C)=O)ccc2OC[C@H](C)N(C(=O)c2ccccc2F)C[C@H]1C	-16	-0.5
26	C[C@H]1CN([C@@H](C)CO)C(=O)c2cc(C#CC3CCCCC3)cnc2O[C@H]1CN(C)C(=O)Nc1ccccc1	.	-2.9
27	O=C(c1ccccc1F)N1CC2(C1)[C@@H](c1ccccc1)[C@@H](CO)N2CC1CC1	.	0.6
28	CNC[C@H]1Oc2ccc(NC(=O)CCN3CCOCC3)cc2CC(=O)N([C@@H](C)CO)C[C@H]1C	83	6.7
29	CCCC(=O)Nc1ccc2c(c1)C(=O)N(C)C[C@@H](OC)[C@@H](C)CN(Cc1cncnc1)[C@H](C)CO2	-9	-0.3
30	C[C@H]1CN([C@@H](C)CO)C(=O)c2c(c3ccccc3n2C)-c2ccccc2CO[C@H]1CN(C)C(=O)[C@H]1CCCN1C	-10	-2.1

No.	C diff HTS	Pf Dd2 inh
21	2	15
22	1	14
23	-1	20
24	14	?
25	.	5
26	5	-18
27	-1	5
28	2	-2
29	0	14
30	-2	-34

(further entries)
No.	Compound	Tcruzi prolif	GASC1 inh
31	Cc1ccc(S(=O)(=O)Nc2cccc3c2O[C@@H](CN(C)C(=O)Nc2ccc(F)cc2)[C@H](C)CN([C@H](C)CO)C3=O)cc1	26	-0.1
32	C[C@@H]1CCCCO[C@H](CN(C)Cc2ccc(C(=O)O)cc2)[C@H](C)CN([C@H](C)CO)C(=O)c2cc(NC(=O)CCCN(C)C)ccc2O1	16	0.7
33	O=C(C[C@H]1CC[C@H]2[C@@H](COC[C@@H](O)CN2S(=O)(=O)c2ccc(F)cc2)O1)NCCN1CCCCC1	-26	0.0
34	C[C@@H]1CN([C@@H](C)CO)S(=O)(=O)c2ccc(C#Cc3ccccn3)cc2O[C@H]1CN(C)Cc1cccc(F)c1	120*	-13
35	CO[C@@H]1CN(C)C(=O)c2ccc(NS(C)(=O)=O)cc2OC[C@@H](C)N(CC2CCCCC2)C[C@@H]1C	-178	-0.3
36	CCC(=O)N1[C@H](CO)[C@H](c2ccccc2)C12CN(C(=O)NC1CCCC1)C2	.	-0.3
37	O=C(C[C@@H]1C[C@@H]2c3cc(NC(=O)Nc4ccccc4)ccc3O[C@@H]2[C@@H](CO)O1)NCCN1CCCCC1	-86	-1.5
38	CO[C@@H]1CN(C)C(=O)c2ccc(NC(=O)Cc3ccccc3)cc2OC[C@@H](C)N(CC2CC2)C[C@@H]1C	-5	4.1
39	C[C@@H]1CN([C@H](C)CO)C(=O)CCCn2cc(nn2)CO[C@@H]1CN(C)S(=O)(=O)c1ccc2ccccc2c1	34	3.0
40	CC(C)NC(=O)N1[C@H](CO)[C@@H](c2ccccc2)[C@@H]1CN(C)C(=O)c1cccnc1	11	-0.6

No.	C diff HTS	Pf Dd2 inh
31	-6	22
32	-15	48
33	.	1
34	-3	-39
35	.	-21
36	-2	-5
37	-2	16
38	.	-23
39	.	5
40	-1	4

(next part)
No.	Compound	Tcruzi prolif	GASC1 inh
41	COc1ccc(C[C@@H]2CCc3cnnn3COC[C@@H](c3ccccc3)NC2=O)cc1	.	-1.7
42	C[C@H](CO)N1C[C@H](C)[C@@H](CN(C)C(=O)Nc2cccc3ccccc23)Oc2ccc(NC(=O)Nc3ccc(C(F)(F)F)cc3)cc2CC1=O	36	-0.6
43	C[C@H]1CN([C@@H](C)CO)C(=O)c2c(c3ccccc3n2C)-c2ccccc2CO[C@H]1CN(C)Cc1cccc2c1OCCCO2	.	0.9
44	C[C@H]1CN([C@@H](C)CO)C(=O)CCCn2cc(nn2)CO[C@@H]1CN(C)Cc1cccc(O)c1	15	1.0
45	C[C@@H]1CN([C@H](C)CO)C(=O)Cc2cc(NC(=O)Nc3cccc4ccccc34)ccc2O[C@H]1CN(C)Cc1ccc(Oc2ccccc2)cc1	96*	-1.9
46	COc1ccc(-c2ccc3c(c2)[C@@H]2[C@@H](CCN2C(=O)NC2CCCC2)[C@@H](CO)N3C)cc1	.	-0.6
47	C[C@H]1CN([C@@H](C)CO)C(=O)CCCn2nncc2CO[C@H]1CN(C)Cc1ccc(Cl)c(Cl)c1	-12	2.4
48	C[C@H](CO)N1C[C@H](C)[C@@H](CN(C)S(=O)(=O)c2cn(C)cn2)Oc2ncc(C3=CCCC3)cc2C1=O	66	-0.2
49	CN1CCN(C(=O)C[C@H]2CC[C@@H]3[C@H](COC[C@H](O)CN3Cc3cccc(-c4ccncc4)c3)O2)CC1	35	-1.7
50	Cc1ccc(-c2ccccc2[C@@H]2[C@@H](CO)N(C(=O)Cc3cccnc3)[C@H]2C#N)cc1	.	0.8

No.	C diff HTS	Pf Dd2 inh
41	-14	.
42	15	-85*
43	23	-15
44	.	0
45	-7	16
46	-8	-37
47	4	-25
48	1	-2
49	.	3
50	-5	21

Going on with the list:
No.	Compound	Tcruzi prolif	GASC1 inh
51	C/C=C/c1cnc2c(c1)C(=O)N([C@@H](C)CO)C[C@H](C)[C@H](CN(C)C(=O)c1cnccn1)O2	.	-3.3
52	CCOC(=O)N(C)C[C@H]1OCc2cnnn2CCCC(=O)N([C@H](C)CO)C[C@H]1C	-11&-23	-1.7
53	CNC[C@@H]1Oc2c(NC(=O)Nc3ccc(F)cc3)cccc2C(=O)N([C@H](C)CO)C[C@@H]1C	17	-1.7
54	C[C@@H](NC(=O)C[C@H]1CC[C@H](NC(=O)Nc2ccc3c(c2)OCO3)[C@H](CO)O1)c1ccccc1	14	1.1
55	CNC[C@H]1Oc2ccc(NC(=O)Cc3ccccc3)cc2C(=O)N([C@@H](C)CO)C[C@@H]1C	-4	0.0
56	Cc1ccc(S(=O)(=O)N(C)C[C@@H]2Oc3ccc(NC(=O)Nc4ccc(C(F)(F)F)cc4)cc3C(=O)N([C@@H](C)CO)C[C@@H]2C)cc1	30	0.6
57	O=C(C[C@@H]1C=C[C@@H](NC(=O)Nc2ccc(F)cc2)[C@H](CO)O1)NCCN1CCCC1	-4	-1.7
58	CN(C)CCCNC(=O)C[C@@H]1CC[C@@H]2[C@H](COc3ccc(NC(=O)c4cccc(F)c4)cc3C(=O)N2C)O1	27	2.0
59	O=C(N[C@H]1CC[C@@H](CC(=O)N2CCc3ccccc3C2)O[C@H]1CO)C1CCOCC1	-8	1.1
60	CO[C@H]1CN(C)C(=O)c2ccc(NC(=O)Nc3ccc(C(F)(F)F)cc3)cc2OC[C@H](C)NC[C@H]1C	26	0.7

No.	C diff HTS	Pf Dd2 inh
51	-1	53
52	.	11&-20
53	1	19
54	.	25
55	-2	3
56	5	-17
57	.	17
58	-6	-4
59	.	13
60	.	-90*

Next part:
No.	Compound	Tcruzi prolif	GASC1 inh
61	C[C@@H]1CN([C@H](C)CO)C(=O)c2cc(NC(=O)c3ccncc3)ccc2O[C@@H](C)CCCCO[C@H]1CN(C)Cc1ccncc1	29	0.8
62	C[C@@H]1CN([C@@H](C)CO)S(=O)(=O)c2ccc(-c3ccncc3)cc2O[C@H]1CN(C)C(=O)c1ccc2c(c1)OCO2	106*	-0.5
63	O=C(Cc1ccccn1)NCC[C@H]1CC[C@H](NC(=O)Nc2ccc(Cl)cc2)[C@@H](CO)O1	-54	-0.6
64	C[C@H]1CCCCO[C@H](CN(C)Cc2ccc(C(F)(F)F)cc2)[C@@H](C)CN([C@@H](C)CO)C(=O)c2cc(NS(=O)(=O)c3cn(C)cn3)ccc2O1	12	1.5
65	O=C(C1CCCC1)N1[C@@H]2CN(S(=O)(=O)c3ccccc3)c3ccccc3[C@@H]2[C@@H]1CO	28	-0.7

No.	C diff HTS	Pf Dd2 inh
61	0	16
62	2	-28
63	7	-10
64	-3	-30
65	-3	9

Compound activity from PubChem BioAssay.
